Screening data as filed in PubChem BioAssay.
ERp5 block – inhibitors of ERp5-driven insulin aggregation, primary screen, biochemical, turbidity, absorbance 650 nm, single point; Protein disulfide-isomerase A6 (Homo sapiens), Q15084; 350,000 tested, 0.05% active; AID 651711, 2012; inhibition, % at 9.99 µM; 90 min;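 active means mean replicate inhibition above about 25%, with every replicate also reaching it, limit read from the data, passing the limit was not always enough; inconclusive means only one of those two criteria met; inactive means neither criterion met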
E-selectin induc – E-selectin induction in HUVECs, primary screen, imaging, HUVEC, immunofluorescence imaging, single point; P16581; activation, % at 7.58 µM; 260,000 tested, 0.37% active; normalized: neutral wells 0, TNF-alpha wells 100;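 active means mean E-selectin-positive cell signal at least 10% of the positive control, reached in at least 60% of replicates, without over 20% cell loss; inconclusive means no rule given, readout overlaps actives, possibly toxicity-flagged; inactive means the rest, including those meeting only one limit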;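 further: in these data hits start at about 27%; measured in HUVEC primary endothelial cells; signal is the percent of cells scored E-selectin positive by PE staining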
Target sequence (P16581 whole entry, looked up): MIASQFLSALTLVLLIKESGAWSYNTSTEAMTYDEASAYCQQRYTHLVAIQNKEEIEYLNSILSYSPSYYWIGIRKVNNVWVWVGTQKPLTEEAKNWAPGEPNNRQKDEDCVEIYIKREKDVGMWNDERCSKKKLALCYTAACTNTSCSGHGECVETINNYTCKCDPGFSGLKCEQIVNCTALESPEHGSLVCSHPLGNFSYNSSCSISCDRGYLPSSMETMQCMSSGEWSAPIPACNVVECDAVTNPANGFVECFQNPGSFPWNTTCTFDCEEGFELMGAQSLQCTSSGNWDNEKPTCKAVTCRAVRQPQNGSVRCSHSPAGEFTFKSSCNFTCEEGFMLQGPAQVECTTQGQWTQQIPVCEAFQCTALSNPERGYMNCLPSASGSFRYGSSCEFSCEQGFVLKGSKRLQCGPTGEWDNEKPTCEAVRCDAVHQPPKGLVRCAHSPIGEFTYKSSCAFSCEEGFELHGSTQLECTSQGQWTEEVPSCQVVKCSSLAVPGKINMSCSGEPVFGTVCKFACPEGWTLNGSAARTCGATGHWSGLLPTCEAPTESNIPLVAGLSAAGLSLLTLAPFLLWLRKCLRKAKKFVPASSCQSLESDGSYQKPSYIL
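material = human umbilical vein endothelial cells (HUVEC), E-selectin induction | quantity = 3,000 cells/well | medium = EGM-2 growth medium on 0.1% gelatin-coated wells | technique = immunofluorescence imaging | read-out basis = % PE-positive cells | control set = TNF-alpha positive control, DMSO neutral control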
Statin myotox sup – suppressors of statin myotoxicity in C2C12 myotubes, primary screen, cell-based, single point, plate reader | C2C12 myotubes + simvastatin, ATP luminescence, 48 h; scaled: DMSO 0, geranylgeraniol control 100 | rescue of ATP level, % at 7.49 µM | 330,000 tested, 0.78% active;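 active means mean ATP rescue above about 67%, or every replicate alone reaching that limit, limit read from the data, passing the limit was not always enough; inconclusive means no clear call, values can overlap the other calls; inactive means mean under the limit and some replicate under it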;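 further: myotubes were challenged with 10 µM simvastatin during compound exposure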
DENV2 CPE rescue – inhibitors of DENV2 cytopathic effect, primary screen, cell-based, plate reader, single concentration. 350,000 tested, 1.7% active. AID 651640, 2012. CPE inhibition, % at 9.99 µM. DENV2-infected cells, cytopathic effect rescue; in the data active means CPE inhibition above about 20%, passing the limit was not always enough; inconclusive means no clear call, values can overlap the other calls; tested in BHK-21 cells;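 further: 0% = median of neutral control wells and 100% = median of positive control wells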
SIRT5 block – SIRT5 desuccinylase inhibitors, primary screen, biochemical, fluorescence imaging, single point, set 5; Purified SirT5, succinyl-peptide AMC, trypsin-coupled fluorescence; inhibition, % at 15 µM; NAD-dependent protein deacylase sirtuin-5, mitochondrial (Homo sapiens), Q9NXA8; 330,000 tested, 1.1% active; in the data active means inhibition above about 15%; inconclusive means no clear call, values can overlap the other calls
Target sequence (Q9NXA8 whole entry, looked up): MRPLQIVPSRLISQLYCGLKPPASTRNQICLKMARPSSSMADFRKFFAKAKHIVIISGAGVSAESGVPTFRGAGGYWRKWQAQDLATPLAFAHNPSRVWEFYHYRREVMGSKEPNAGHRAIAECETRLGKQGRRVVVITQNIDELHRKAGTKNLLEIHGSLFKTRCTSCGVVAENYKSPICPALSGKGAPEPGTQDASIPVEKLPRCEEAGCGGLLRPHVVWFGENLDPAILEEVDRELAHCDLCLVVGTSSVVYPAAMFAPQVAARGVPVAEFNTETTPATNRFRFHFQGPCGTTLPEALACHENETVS
S100A4 MyoIIA – inhibitors of S100A4-myosin IIA peptide binding, primary screen, biochemical, fluorescence polarization, TAMRA-MyoIIA peptide | Protein S100-A4 (Homo sapiens), P26447 | inhibition, % at 10.7 µM | 360,000 tested, 0.14% active;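 active means mean inhibition of at least 70% across replicates, with every replicate also reaching that level; inconclusive means mean inhibition reaches 70% but some replicates fall short; inactive means mean inhibition below 70%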
Target sequence (P26447 whole entry, looked up): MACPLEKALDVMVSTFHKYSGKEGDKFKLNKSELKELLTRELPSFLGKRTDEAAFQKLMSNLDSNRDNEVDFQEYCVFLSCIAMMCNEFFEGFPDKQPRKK
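Compound dosing: one dose per compound; test system: human S100A4 monomer with TAMRA-labelled myosin IIA peptide; probe or stimulus: TAMRA-labelled myosin IIA heavy-chain peptide probe, 5 nM; medium: HEPES buffer with Ca2+, pH 7.2; schedule: 5 min incubation before reading; benchmarks: neutral control DMSO, positive control TFP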
PglD inh – C. jejuni PglD acetyltransferase inhibitors, primary screen, biochemical, DTNB colorimetric, single point. inhibition, % at 12.5 µM. UDP-N-acetylbacillosamine N-acetyltransferase PglD (Campylobacter jejuni). purified PglD enzyme, DTNB colorimetric CoA detection. 360,000 tested, 0.098% active; in the data active means inhibition above about 16%, passing the limit was not always enough; inconclusive means no clear call, values can overlap the other calls; further: strong numbers were not always called active
* = called active by the depositor; ? = inconclusive; . = no result given.

item	Molecule	ERp5 block	E-selectin induc	Statin myotox sup	DENV2 CPE rescue
1	CCNC(=S)Nc1cccc(S(=O)(=O)NC2=NCCC2)c1	-6	4.1	.	6
2	C[n+]1ccccc1COc1ccc(C(C)(C)C)cc1	5	.	.	23*
3	COc1ccc(-c2nc(-c3ccccn3)nc(N3CCN(C)CC3)c2C#N)cc1	0	.	12	-8
4	COc1ccc(CN(C)C[C@H]2Oc3ccc(NC(=O)CCN4CCOCC4)cc3CC(=O)N([C@H](C)CO)C[C@@H]2C)cc1	8	-3.3	.	12
5	COc1ccc(NC(=O)Nc2ccc3c(c2)C(=O)N([C@@H](C)CO)C[C@H](C)[C@H](CN(C)C(=O)Cc2ccccc2)OCCCC[C@H](C)O3)cc1	0	0.2	.	21*
6	CN(C)N1C(N)=C(C#N)C(c2ccc(Cl)cc2)C2=C1CCCC2=O (stereo not given)	0	.	7	9
7	CCCn1c(=NC(=O)CCS(=O)(=O)c2ccccc2)sc2cc(S(N)(=O)=O)ccc21	4	.	4	-3
8	O=[N+]([O-])c1cc(Br)c2c(c1)CCN2	-4	0.0	.	-3
9	Cc1cc2oc(=O)cc(CN(C)Cc3ccccc3F)c2cc1Cl	-1	.	-12	-3
10	CCOc1ccccc1NC(=O)N1CCCc2ccccc21	-10	-0.2	-20	-5
11	O=c1c([N+](=O)[O-])c(N2CCOCC2)c2ccccc2n1Cc1ccccc1	-1	-2.9	.	-6
12	Cc1ccc(CN=c2c([N+](=O)[O-])nn(-c3cccc(C)c3)n2O)cc1	-10	.	-9	-4
13	CC(C)C#Cc1ccc([C@@H]2[C@H](C#N)N(C(=O)C3CC3)[C@H]2CO)cc1	0	-0.4	-55	?
14	CCS(=O)(=O)N1CC2(CN(C(=O)CN3CCOCC3)[C@H](CO)c3c2c2ccc(OC)cc2n3C)C1	1	-0.4	.	-8
15	COC(=O)c1cc(-c2ccc(Cl)cc2Cl)n[nH]1	0	.	4	2

item	SIRT5 block	S100A4 MyoIIA	PglD inh
1	2	-2	.
2	-1	-2	.
3	-2	-7	-6
4	.	3	.
5	8	3	4
6	-2	-4	-5
7	-2	9	6
8	-3	-3	1
9	2	-3	2
10	-1	-1	-2
11	1	-6	.
12	0	-6	.
13	1	13	1
14	1	-1	.
15	-1	-1	5

Values by screen from the entries so far.
Nos. 1–6 in ERp5 block, in turn: -6, 5, 0, 8, 0, 0
Nos. 1–6 in SIRT5 block, in turn: 2, -1, -2, ., 8, -2

Further structures follow.
item	Molecule	ERp5 block	E-selectin induc	Statin myotox sup	DENV2 CPE rescue
16	COc1cccc(C(=O)NNC(=O)C(=O)Nc2cccc(Cl)c2C)c1	1	.	-4	1
17	Cc1ccc(N2CCN(c3ccc(NC(=O)CCC(=O)O)cc3)CC2)cc1	.	0.4	5	.
18	Cc1ccc(CC(=O)Nc2cc(C)ccn2)cc1	-1	.	-3	-4
19	C[C@@H](NC(=O)C[C@@H]1C[C@@H]2c3cc(NC(=O)c4ccc5c(c4)OCO5)ccc3O[C@@H]2[C@H](CO)O1)c1ccccc1	-5	0.2	1	5
20	CCOc1ccc(S(=O)(=O)N2CCOCC2)cc1NC(=O)C1CCC1	11	1.3	-1	-2
21	C[C@H](CO)N1C[C@H](C)[C@@H](CN(C)C(=O)[C@H](C)c2ccccc2)OCc2ccccc2-c2c(n(C)c3ccccc23)C1=O	5	-0.2	.	-7
22	CCC1(C)NC(=O)N(CC(=O)N2CCC(Cc3ccccc3)CC2)C1=O (stereo not given)	0	-0.4	3	1
23	O=C(C[C@@H]1C/C=C\C[C@@H](Cc2ccc(F)cc2)C(=O)OCCNC1=O)N[C@H](CO)Cc1ccccc1	-1	0.4	-10	-9
24	C/C=C/c1ccc([C@H]2[C@@H](CO)N(C(=O)CC)[C@H]2CN(C)C(=O)NC(C)C)cc1	2	-0.2	.	9
25	CC(C)C[C@@H]1COc2cc(NCCO)ccc2S(=O)(=O)N1	3	0.0	.	59*
26	CCn1c(C)c(C(C)=O)c(NCc2ccccc2)nc1=S	-4	.	2	-2
27	Cc1noc(C)c1S(=O)(=O)Nc1ccc2c(c1)C(=O)N([C@@H](C)CO)C[C@@H](C)[C@@H](CN(C)S(=O)(=O)c1cccs1)O2	-1	0.0	-25	-9
28	COc1ccc(-c2ccc([C@H]3[C@H](CO)N4C(=O)CN(Cc5ccc(C)cc5)C[C@@H]34)cc2)cc1	0	0.4	.	-5
29	NC(=O)c1cccc(-c2ccnc3c2CC(C(=O)NCCC(F)(F)F)O3)c1 (stereo not given)	3	-0.2	-9	4
30	Cc1ccc(C)c(NC(=O)c2ccc3c(c2)CCN3S(C)(=O)=O)c1	-1	-0.1	-21	1

item	SIRT5 block	S100A4 MyoIIA	PglD inh
16	-2	1	22*
17	.	.	-1
18	3	-3	4
19	15*	4	3
20	4	-4	-6
21	7	-13	.
22	-4	-1	-9
23	-1	4	-2
24	-7	-6	.
25	-7	6	.
26	-3	-5	-2
27	-3	-12	0
28	0	-4	.
29	1	1	-2
30	-3	-1	-3

The results go on.
item	Molecule	ERp5 block	E-selectin induc	Statin myotox sup	DENV2 CPE rescue
31	COc1ccc(OCC(O)CNC(=O)c2ccccc2)cc1 (stereo not given)	-8	77*	.	4
32	CC(C)(C)c1ccc(/C=C/C(=O)NC2CCS(=O)(=O)C2)cc1 (stereo not given)	-1	0.2	0	4
33	C[C@@H]1CN([C@@H](C)CO)C(=O)Cc2cc(NC(=O)NC3CCCCC3)ccc2O[C@H]1CN(C)Cc1ccc(C(=O)O)cc1	2	-0.1	-12	-2
34	CC(=O)NCCc1ccc(S(=O)(=O)Nc2ccc3c(c2)OCCO3)cc1	-3	0.0	.	-4
35	CSc1ccccc1OCc1cc(C(=O)N(C)CCn2nc(C)cc2C)no1	-5	.	6	3
36	Cc1nc(SCC(=O)Nc2cccc(Cl)c2)n[nH]1	0	.	13	.
37	Cc1ccc(S(=O)(=O)NCCNc2ccccc2[N+](=O)[O-])cc1	4	.	.	5
38	COc1ccc(S(=O)(=O)Nc2ccc3c(c2)CC(=O)N([C@H](C)CO)C[C@H](C)[C@@H](CN(C)C(=O)Nc2cccc4ccccc24)O3)cc1	11	-7.6	-3	-11
39	COc1cc(OC)cc(C(=O)Nc2ccc(Cn3ccnc3)cc2)c1	1	0.2	-7	13
40	C[C@H](CO)N1C[C@H](C)[C@H](CN(C)C(=O)Nc2ccccc2)OCCCC[C@H](C)Oc2ccc(NC(=O)Nc3cccc4ccccc34)cc2C1=O	-1	0.3	.	2
41	Cc1ccc(F)c(S(=O)(=O)NC(=O)C2(C)CCN2C(=O)Cc2cccc3ccccc23)c1 (stereo not given)	7	0.1	-1	16
42	C[C@@H]1CN([C@H](C)CO)C(=O)c2cc(C#CC3(O)CCCC3)cnc2O[C@H]1CN(C)C(=O)Nc1ccc2c(c1)OCO2	7	-0.1	6	8
43	C[C@H](CO)N1C[C@H](C)[C@H](CN(C)Cc2ccncc2)Oc2ccc(NC(=O)Nc3ccccc3)cc2CC1=O	5	-0.3	-95	11
44	O=C(COC(=O)/C=C/c1ccccc1Cl)NC(=O)Cc1ccccc1	-7	-0.1	0	5
45	Cn1nc(-c2ccccc2)cc1NC(=O)Nc1ccccc1F	-1	0.8	.	-2

item	SIRT5 block	S100A4 MyoIIA	PglD inh
31	.	5	.
32	1	2	7
33	-6	-7	7
34	0	2	.
35	-3	-1	-44
36	1	-1	0
37	4	-2	.
38	-3	0	1
39	-3	0	-7
40	-2	-11	13
41	.	-5	2
42	1	4	-2
43	3	2	-2
44	-2	0	0
45	0	0	2

Some of the entries above, set out differently.
[40] C[C@H](CO)N1C[C@H](C)[C@H](CN(C)C(=O)Nc2ccccc2)OCCCC[C@H](C)Oc2ccc(NC(=O)Nc3cccc4ccccc34)cc2C1=O
  ERp5 block: -1	E-selectin induc: 0.3	Statin myotox sup: .	DENV2 CPE rescue: 2	SIRT5 block: -2	S100A4 MyoIIA: -11	PglD inh: 13
[41] Cc1ccc(F)c(S(=O)(=O)NC(=O)C2(C)CCN2C(=O)Cc2cccc3ccccc23)c1 (stereo not given)
  ERp5 block: 7	E-selectin induc: 0.1	Statin myotox sup: -1	DENV2 CPE rescue: 16	SIRT5 block: .	S100A4 MyoIIA: -5	PglD inh: 2
[42] C[C@@H]1CN([C@H](C)CO)C(=O)c2cc(C#CC3(O)CCCC3)cnc2O[C@H]1CN(C)C(=O)Nc1ccc2c(c1)OCO2
  ERp5 block: 7	E-selectin induc: -0.1	Statin myotox sup: 6	DENV2 CPE rescue: 8	SIRT5 block: 1	S100A4 MyoIIA: 4	PglD inh: -2
[43] C[C@H](CO)N1C[C@H](C)[C@H](CN(C)Cc2ccncc2)Oc2ccc(NC(=O)Nc3ccccc3)cc2CC1=O
  ERp5 block: 5	E-selectin induc: -0.3	Statin myotox sup: -95	DENV2 CPE rescue: 11	SIRT5 block: 3	S100A4 MyoIIA: 2	PglD inh: -2

Two entries drawn at random from the list so far:
item	Molecule	ERp5 block	E-selectin induc	Statin myotox sup	DENV2 CPE rescue
41	Cc1ccc(F)c(S(=O)(=O)NC(=O)C2(C)CCN2C(=O)Cc2cccc3ccccc23)c1 (stereo not given)	7	0.1	-1	16
37	Cc1ccc(S(=O)(=O)NCCNc2ccccc2[N+](=O)[O-])cc1	4	.	.	5

item	SIRT5 block	S100A4 MyoIIA	PglD inh
41	.	-5	2
37	4	-2	.

Continued:
item	Molecule	ERp5 block	E-selectin induc	Statin myotox sup	DENV2 CPE rescue
46	Cc1cc(C)n(-c2nnc(C)n2/N=C/c2ccc(O)cc2)n1	4	0.2	.	.
47	COc1ccc(CCNS(=O)(=O)c2ccc3[nH]c(=O)[nH]c3c2)cc1	-14	7.3	3	-3
48	C/C=C\C=C\C(=O)N1CC2(CC(c3cccc(NC(=O)COc4ccc(Cl)cc4)c3)=NO2)C[C@H]1C(N)=O (stereo not given in full)	-1	-0.1	15	-10
49	O=C(O)c1cccc(N/N=C(\N=Nc2ccccc2)c2ccccc2)c1	3	0.2	2	8
50	COc1ccccc1NC(=O)c1sc2nc(Cc3ccccc3)cc(C(F)(F)F)c2c1N	2	.	.	2
51	COc1ccccc1C(=O)COC(=O)CCCN=C1NS(=O)(=O)c2ccccc21	-4	0.0	.	-2
52	Cn1cc([C@]2(O)C(=O)Nc3cccc(Cl)c32)c2ccccc21	-1	-0.3	.	2
53	COc1cccc(CN2CCN(c3ccc(F)cc3)C2=O)c1	3	-1.5	.	-3
54	Cc1c(C(=O)OCC(O)=C(C#N)c2nc3ccccc3[nH]2)oc2ccc(Br)cc12	1	0.0	.	-1
55	CC1CC(C)CN(C(=O)COC(=O)c2cc3ccccc3oc2=O)C1 (stereo not given)	-6	-0.5	1	5
56	COc1ccc(-c2nsc3c(N4CCCCC4C)ncnc23)cc1 (stereo not given)	7	0.8	.	8
57	Cc1ccc(NC(=O)c2nc[nH]c2C(=O)N2CCc3ccccc3C2)cc1	1	-0.1	-13	-7
58	O=C(CSc1nccc(=O)[nH]1)Nc1ccc2ccccc2c1	0	2.2	13	-5

item	SIRT5 block	S100A4 MyoIIA	PglD inh
46	18*	5	.
47	4	-7	3
48	.	-3	-4
49	1	2	1
50	1	-1	.
51	-1	-5	.
52	-3	4	.
53	-1	0	.
54	30*	-6	.
55	-2	1	-3
56	0	0	.
57	.	1	-5
58	0	1	0

Only part of the results is shown; count on the stated rates, not on these rows.
